Screening data: PubChem BioAssay, several laboratories
GPR55 LPI antagonism = GPR55 antagonists blocking LPI-driven arrestin recruitment, primary screen, imaging, U2OS, beta-arrestin-GFP, LPI agonist (AID 2013) | 0.13% of 290,000 active | U2OS GPR55 beta-arrestin-GFP translocation imaging, LPI antagonism; higher % means a stronger effect | G-protein coupled receptor 55 (Homo sapiens) | inhibition, % at 10 µM; hits with a dose series show IC50 in µM;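 active means spots per cell inhibited over 60%, with over 100 cells counted and total cytoplasm intensity under 500,000; inconclusive means wells with under 100 cells, flagged as likely toxic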;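 further: U2OS cells stably carrying GPR55 and arrestin-GFP stimulated by 5 µM LPI near EC80; imaged beta-arrestin-GFP aggregate spots per cell after agonist stimulation; plate controls were LPI-stimulated DMSO wells for no effect and DMSO wells without LPI for full effect; some results filed as inactive read as strong as hits; confirmed hits need IC50 under 10 µM and bright autofluorescent wells are also inconclusive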
GPR35 arrestin U2OS = GPR35 antagonists blocking zaprinast-driven arrestin recruitment, primary screen, imaging, U2OS, beta-arrestin-GFP, zaprinast agonist (AID 2058). inhibition, % at 10 µM, or IC50 in µM where a hit was titrated. U2OS GPR35 beta-arrestin-GFP translocation imaging, zaprinast antagonism; higher % means a stronger effect. 0.052% of 290,000 active;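 active means inhibition of at least 50% with at least 30 cells and total cytoplasm GFP at most 10,000,000; inconclusive means under 30 cells or total GFP of 10,000,000 plus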
K1F lysis inhibition = inhibition of K1F phage lysis, E. coli UTI89, bacterial capsule biogenesis inhibitors, alamar blue (AID 488966); E. coli UTI89 K1F phage lysis, alamar blue, 2 h; higher % means a stronger effect; inhibition, % at 100 µM; hits with a dose series show IC50 in µM; 0.02% of 340,000 active;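 active means phage lysis inhibition, versus mean bacterial control, above a set limit; inconclusive means no clear call, values can overlap the other calls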;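 further: capsule biogenesis inhibitors block K1F phage lysis so surviving cells raise fluorescence; higher fluorescence means more inhibition of phage lysis; actives were called in the ten point dose series up to 300 µM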
NTR1 ag = agonists of NTR1, primary screen, imaging, U2OS cells, beta-arrestin-GFP, high content (AID 493036); 0.17% of 330,000 active; NTR1-U2OS beta-arrestin-GFP spot imaging, agonist mode; activation, % at 20 µM; Neurotensin receptor type 1 (Homo sapiens), P30989;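 active means activation at or above 40% of the spot to cytoplasm intensity ratio, with at least 20 cells analyzed; inconclusive means wells under 20 cells, flagged as cytotoxic or low count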;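 further: 0% = DMSO without peptide and 100% = 100 nM NTR1 peptide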
Target sequence (P30989 whole entry, looked up): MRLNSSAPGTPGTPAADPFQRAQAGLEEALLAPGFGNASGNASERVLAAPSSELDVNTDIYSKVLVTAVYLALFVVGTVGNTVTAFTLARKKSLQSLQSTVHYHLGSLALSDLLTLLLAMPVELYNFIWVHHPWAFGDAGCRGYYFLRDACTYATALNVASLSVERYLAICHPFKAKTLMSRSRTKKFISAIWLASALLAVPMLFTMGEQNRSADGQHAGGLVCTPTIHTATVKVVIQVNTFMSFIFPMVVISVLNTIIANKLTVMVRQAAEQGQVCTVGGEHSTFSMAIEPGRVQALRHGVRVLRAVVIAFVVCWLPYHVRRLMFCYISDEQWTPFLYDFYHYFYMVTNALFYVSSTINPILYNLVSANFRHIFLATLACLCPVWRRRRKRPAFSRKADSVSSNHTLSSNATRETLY
SIAH1 antagonists = Siah-1 peptide-binding antagonists, primary screen, biochemical, fluorescence polarization, rhodamine-plectin, uHTS (AID 1817) | Siah-1 / rhodamine-plectin peptide fluorescence polarization; higher % means a stronger effect | 0.02% of 290,000 active | displacement, % at 20 µM, or IC50 in µM where a hit was titrated | E3 ubiquitin-protein ligase SIAH1 (Homo sapiens);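 active means displacement of at least 50% at 20 µM, with a fluorescence ratio check between 0.3 and a set limit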;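 further: plate controls were Siah plus tracer with DMSO for no effect and tracer alone without Siah for full effect; strong numbers were not always called active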
Dengue-2 NS5 capping = Dengue-2 NS5 methyltransferase inhibitors, primary screen, biochemical, confirmation dose response (AID 588689). Genome polyprotein (Dengue virus type 2 (strain 16681-PDK53)). Dengue-2 NS5 methyltransferase capping enzyme assay, biochemical; higher % means a stronger effect. inhibition, % at 25 µM; hits with a dose series show IC50 in µM. 0.3% of 340,000 active; in the data active means a potency from the dose series; inconclusive means inhibition above about 29% without an active follow-up result
HIV peptide binding = inhibitors of HIV fusion peptide binding, primary screen, biochemical, uHTS, fluorescence dequenching (AID 1986) | 0.3% of 290,000 active | cell-free peptide binding, fluorescence dequenching, 30 min; higher % means a stronger effect | one-dose inhibition, % at 20 µM; IC50 in µM for titrated hits; in the data active means inhibition mostly above about 52%, no sharp cut-off; inactive means mostly below about 76%; further: some results filed as inactive read as strong as hits
AID2073 = inhibitors of Mint1-CaV2.2 protein interaction, biochemical, HTRF (AID 2073); 0.19% of 290,000 active; HTRF protein-protein interaction, Mint1-CaV2.2; higher % means a stronger effect; one-dose inhibition, % at 20 µM; IC50 in µM for titrated hits; Voltage-dependent N-type calcium channel subunit alpha-1B (Homo sapiens); in the data active means inhibition mostly above about 51%, no sharp cut-off; inconclusive means no clear call, values can overlap the other calls; inactive means mostly below about 53%; further: some results filed as inactive read as strong as hits
GPR55 beta-arrestin = GPR55 agonists via beta-arrestin recruitment, primary screen, imaging, U2OS cells, beta-arrestin-GFP redistribution (AID 1961). activation, % at 10 µM, or EC50 in µM where a hit was titrated. U2OS GPR55 beta-arrestin-GFP redistribution imaging; higher % means a stronger effect. 0.048% of 290,000 active. G-protein coupled receptor 55 (Homo sapiens);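 active means activation above 40% with more than 50 cells counted in the well; inconclusive means wells holding fewer than 50 cells, flagged as toxic or sparse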;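 further: U2OS osteosarcoma cells stably expressing GPR55 and beta-arrestin-GFP; plate controls were DMSO negative control for no effect and LPI positive control for full effect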
NTR1 ag cell count 20 µM = further read-out of NTR1 ag, marked with its call; cell count; measured here: cell count, cytotoxicity flag
* marks the source's active call; other numbers are inactive results; ? = inconclusive; / = no result given; [ ] = another dose, or the depositor's remark. Compounds were not picked by outcome. Share with any hit: about 1.2%.

Below each SMILES: GPR55 LPI antagonism	GPR35 arrestin U2OS	K1F lysis inhibition	NTR1 ag	NTR1 ag cell count 20 µM	SIAH1 antagonists	Dengue-2 NS5 capping	HIV peptide binding	AID2073	GPR55 beta-arrestin
> COC(=O)c1cc2c(ccn2-c2ccc(F)cc2)n1Cc1cccc(OC)c1
→ 20%	-2%	0.0%	10	66	3%	0%	-1.7%	7%	-0.3%
> CCn1c(CC(=O)Nc2ccc(F)cc2)nnc1SCC(=O)NC1=NCCS1
→ 8%	-8%	-0.3%	0.1	63	2%	-7%	-0.4%	3%	0.3%
> CCOc1cc(C(=S)N2CCOCC2)ccc1OS(=O)(=O)c1ccc(NC(C)=O)cc1
→ -2%	2%	0.5%	1.6	34	5%	-1%	0.4%	-14%	0.3%
> Cc1cccc(CSC(Nc2ccc(F)cc2)=C(C#N)C#N)c1
→ -7%	-20%	10%	3.7	64	4%	-1%	19%	0%	0.1%
> COc1cccc(CNC(=O)CCn2ccc3cc(S(=O)(=O)N4CCCC4)ccc32)c1
→ 11%	1%	-0.6%	-0.3	62	10%	-7%	1.5%	10%	0.6%
> COC(=O)C1=CN(Cc2ccc(OC)c(OC)c2)C=C(C(=O)OC)C1c1ccc(F)cc1
→ -5%	2%	-2.3%	1.1	71	0%	4%	-1.1%	37%	-0.1%
> COc1ccc(NC(=O)COC(=O)c2ccc(F)cc2F)cc1
→ 4%	-3%	-0.1%	-1.0	61	6%	-1%	0.4%	-7%	-0.2%
> C/C(=N\Nc1cc(N2CCOCC2)ncn1)c1ccccc1
→ 0%	-5%	-2.5%	0.4	63	-4%	-11%	1.0%	4%	-0.3%
> CC[C@@H](C)C(NC(=O)OC(C)(C)C)c1cn([C@@H](Cc2cc3ccccc3[nH]2)C(=O)N2CCN(C(=O)OC(C)(C)C)CC2)nn1 (some centres not stated)
→ 2%	-3%	1.6%	5.1	79	2%	1%	3.6%	13%	-0.1%
> O=C(CCCOc1ccc(Cl)cc1Cl)N/N=C/c1ccc(Cl)cc1
→ -1%	10%	3.2%	12	58	-7%	1%	-2.0%	12%	-0.1%
> C=CCn1c(SCC(=O)Nc2nc(C)cs2)nnc1C(CO)NC(=O)c1ccccc1 (configuration not stated)
→ 6%	-2%	1.4%	-1.0	51	4%	0%	-0.6%	-2%	0.2%
> CCOc1ccc(C(=O)NCC(=O)NC(C)CCc2ccccc2)cc1OCC (configuration not stated)
→ 1%	-9%	1.1%	0.5	74	-2%	-4%	0.2%	6%	-0.2%
> COc1cccc(NC(=O)C2CC(=O)N(C)C(=Nc3cccc(F)c3)S2)c1 (configuration not stated)
→ 0%	8%	-2.5%	2.6	43	-4%	0%	-0.5%	-1%	1.6%
> COCC(=O)N/N=C\c1ccc(OC/C=C/c2ccccc2)c(OC)c1
→ -1%	5%	0.3%[50 µM]	0.9	56	2%	6%	-2.4%	9%	-0.1%
> O=S(=O)(Cc1ccccc1)Nc1ccc(S(=O)(=O)NCC2CCCO2)cc1 (configuration not stated)
→ 7%	10%	0.7%	0.7	51	0%	2%	-0.3%	-9%	0.0%
> Cc1ccc(NS(=O)(=O)c2ccc3c(c2)NC(=O)CC(=O)N3)cc1C
→ 10%	8%	0.1%	1.3	44	2%	-14%	0.2%	-4%	0.1%
> COc1ccc2cc(C(N)=O)c(=Nc3ccccc3)oc2c1
→ 7%	5%	0.3%	5.7	85	14%	-2%	-1.4%	-4%	0.0%
> O=C(Cn1nnc2ccccc21)NNC(=S)NC1CCCCC1
→ 4%	8%	0.0%	0.4	42	-1%	0%	-3.3%	-12%	0.1%
> COCCNC(=O)c1c[nH]c2ccc(S(=O)(=O)N3CCc4ccccc43)cc2c1=O
→ 8%	4%	0.2%	0.7	65	1%	-5%	-0.5%	11%	-1.2%
> Cc1cc(C)nc(NC(=O)CCC2CCCC2)c1
→ 4%	-4%	5.3%	-1.9	75	10%	1%	-1.6%	6%	-0.4%
> CCN(CC)C(=O)C1CCN(S(=O)(=O)c2ccc3oc4ccccc4c3c2)CC1
→ -10%	12%	0.7%	0.0	40	1%	-8%	0.0%	5%	-0.1%
> Cc1cnn2c(C3CC3)ccnc12
→ 2%	-4%	-6.0%	-1.3	52	10%	-3%	0.9%	16%	0.2%
> CCCCN(CCCC)S(=O)(=O)c1ccc(NC(=O)c2ccc([N+](=O)[O-])cc2Cl)cc1
→ 14%	2%	2.8%	/	/	1%	0%	1.7%	5%	0.7%
> COc1ccc(F)cc1S(=O)(=O)Nc1ccc2c(c1)OCCO2
→ 12%	-12%	3.6%	-1.1	52	0%	-3%	1.0%	7%	0.6%
> NC(=O)CC1SC(N)=NC1=O (configuration not stated)
→ 4%	-8%	3.1%	-0.7	60	3%	-7%	0.4%	2%	-0.1%
> CCCN1CCN(S(=O)(=O)c2cn(C)nc2C)CC1
→ 0%	13%	0.2%	0.4	52	-3%	6%	14%	10%	-0.2%
> FC(F)Oc1ccccc1NC(=S)Nc1cccnc1
→ 5%	-8%	-0.3%	-1.6	39	-9%	-12%	-0.8%	17%	0.6%
> Cc1nn(C(C)C(=O)NNC(=S)Nc2ccc(Cl)cc2)c(C)c1[N+](=O)[O-] (configuration not stated)
→ 18%	-3%	-0.1%	0.3	66	2%	-11%	4.1%	-16%	0.6%
> CCC(=O)NC(=S)N1CCN(c2ccc([N+](=O)[O-])cc2Cl)CC1
→ -3%	0%	2.5%	2.9	64	-2%	-6%	-0.6%	-26%	0.2%
> Cc1cc(C)c(S(=O)(=O)N2CCCC(C(=O)N3CCCC3)C2)c(C)c1 (configuration not stated)
→ 8%	-16%	-0.6%[50 µM]	0.0	49	-1%	-5%	1.2%	13%	-0.2%
> O=C(Nc1ccc(Br)cc1)Nc1ccccc1F
→ 11%	15%	2.4%	1.7	84	2%	/	1.3%	19%	0.3%
> CN(C)c1nc(N)nc(/C(C#N)=C/C2CC3C=CC2C3)n1 (configuration not stated)
→ 11%	0%	0.3%	3.5	66	-2%	22%	-3.3%	-3%	0.3%
> CN(C)S(=O)(=O)Oc1ccc(C(=O)Nc2ccc([N+](=O)[O-])cc2)cc1
→ 2%	1%	0.0%	-1.5	70	1%	-4%	-0.4%	23%	0.2%
> COc1ccc(CCNC(=O)C2CCN(S(=O)(=O)N3CCC4(CC3)OCCO4)CC2)cc1OC
→ -1%	-4%	0.3%	1.8	69	8%	-5%	0.0%	-11%	-0.1%
> N/C(Cc1cccs1)=N\OC(=O)COc1ccc(Br)cc1Cl
→ -6%	6%	0.1%[50 µM]	2.4	57	2%	-10%	-1.3%	-4%	-0.1%
> CC(=O)NCCC(=O)Nc1cccc(S(=O)(=O)N(C)c2ccccc2)c1
→ 9%	-2%	0.2%	0.0	61	2%	-5%	-2.0%	?	1.6%
> CCOCCCNC(=O)c1cccc(NC(=O)C2=C(C)OCCS2)c1
→ 1%	0%	0.1%	2.2	91	2%	-4%	-1.3%	18%	-0.1%
> COc1ccc(OC2CCN(S(=O)(=O)c3ccc(F)cc3)CC2)cc1
→ 6%	0%	1.0%[50 µM]	2.0	44	-1%	-3%	1.0%	5%	0.8%
> S=c1[nH]nc(-c2ccncc2)n1Cc1ccccc1
→ 8%	0%	1.6%	-1.1	54	4%	-2%	3.9%	-9%	0.2%
> Cn1cc(Cl)c(C(=O)OCC(=O)Nc2cccc(Cl)c2)n1
→ 3%	-7%	-0.4%	1.5	43	3%	-20%	-0.9%	4%	0.2%
> CN(CCOc1ccccc1)CC(=O)Nc1ccc(Br)cc1F
→ -5%	-20%	-0.2%	1.1	48	3%	-7%	-0.2%	-11%	-0.1%
> COc1ccc(OCC(=O)Nc2ccc3c(c2)nc(CCN2CCC(C)CC2)n3C)cc1
→ 5%	-4%	-0.1%	1.4	65	0%	-4%	-1.3%	-7%	0.0%
> O=C(Nc1ccc(N2CCOCC2)cc1)c1ccc(Br)o1
→ 0%	18%	0.2%	1.7	50	3%	-4%	0.2%	9%	-0.1%
> Cc1cc(C)c(NC(=O)CS(=O)CC(=O)Nc2ccc(-n3cnnn3)c(C)c2)c(C)c1 (configuration not stated)
→ -1%	4%	0.0%	3.3	39	-3%	1%	-0.5%	6%	-0.1%
> COc1ccc(Cn2c(=O)sc3ccccc3c2=O)cc1
→ -4%	-9%	-0.2%	1.7	33	5%	0%	-0.8%	-11%	-0.3%
> CSc1ccccc1C(=O)Nc1cc([N+](=O)[O-])ccc1C
→ -4%	-9%	0.9%	-0.1	59	16%	2%	-1.4%	-4%	0.2%
> O=C(N/N=C/c1ccoc1)c1cccc([N+](=O)[O-])c1
→ -3%	-2%	-0.1%	-0.6	61	2%	-7%	-2.1%	0%	-0.1%
> CC1CCC(NS(=O)(=O)c2ccc3c(c2)CC(=O)N3)CC1 (configuration not stated)
→ 6%	8%	0.4%	0.1	59	0%	-2%	0.5%	10%	0.0%
> Cc1ccc2nc(SCc3nnc(-c4ccccc4Br)o3)[nH]c2c1
→ 8%	-4%	0.1%	-1.2	41	1%	7%	1.7%	3%	-0.3%
> CCOc1ccc(CNC(=O)CS(=O)(=O)Cc2nc(-c3ccc(OC)cc3)oc2C)cc1
→ 4%	12%	-0.9%	1.5	51	-4%	-3%	2.9%	-1%	0.4%
> N=C(N)N1CCN(Cc2ccccc2)CC1
→ 1%	16%	/	-1.0	23	-4%	/	-1.0%	28%	0.1%
> COc1cc(/C=N/NC(=O)Cn2nnc3ccccc32)ccc1O
→ -10%	-2%	0.0%	-0.3	91	-2%	0%	-4.0%	-6%	-0.3%
> CN(C)CCN(C(=O)c1ccc2c(c1)CCCC2)c1nc2c(F)cccc2s1
→ 10%	-4%	0.1%	3.6	49	-3%	7%	-0.4%	-12%	-0.1%
> CN1/C(=C\C(=O)COC(=O)Cn2nnc(-c3ccccc3)n2)C(C)(C)c2ccccc21
→ 12%	14%	3.8%	0.0	51	2%	4%	11%	20%	0.0%
> COc1cc(C(=O)NC(=S)Nc2ccc3c(c2)OCO3)cc(OC)c1OC
→ -13%	5%	/	-0.3	38	-5%	/	-2.5%	-23%	0.4%
